SENP6 inh = inhibitors of human SENP6 protease | 330,000 tested, 1.8% active | Recombinant SENP6 catalytic domain, aminoluciferin luminescence | inhibition, % at 10 µM;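 active = inhibition above about 50% at the single tested dose, limit read from the data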;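 also: plate controls were DMSO wells with enzyme for no effect and DMSO wells lacking enzyme for full effect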
UBC13 inh = human UBC13 polyubiquitination inhibition; inhibition, % at 20 µM; UBC13 polyubiquitin chain formation, TR-FRET; P61088; AID 485273; 330,000 tested, 0.47% active; in the data active = inhibition above about 45%, passing the limit was not always enough
SENP8 block-1 = blocks human SENP8 cleavage of Nedd8 substrate. recombinant SENP8, Nedd8 substrate fluorescence. inhibition, % at 20 µM. Q96LD8. 360,000 tested, 0.64% active. AID 602440; in the data active = inhibition mostly above about 40%, no sharp cut-off; inactive = mostly below about 27%
beta cell repl = induces beta-cell replication in MIN6 cells; MIN6 cells proliferation, ATPlite luminescence, 48 h; cells starved in 0.2% serum; 100% = growth in 10% serum; proliferation, % at 10 µM; 330,000 tested, 0.29% active; AID 2380;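 active = compounds whose signal lies at least 3.5 SD above the mean of all wells on their plate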;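 also: 0% = DMSO-treated cells in low-serum medium and 100% = 10% serum control; some compounds called inactive have numbers as strong as hits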
PfG6PD inh = PfG6PD (Plasmodium falciparum) enzyme inhibition. PfGluPho enzyme, NADPH resazurin-diaphorase fluorescence. inhibition, % at 20 µM. 350,000 tested, 0.78% active. AID 504690;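 active = inhibition reaching at least a set limit at 20 µM in the primary screen, cut at about 59% in these data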;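 also: 0% = DMSO wells with substrate and 100% = DMSO wells lacking glucose-6-phosphate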
SENP7 inh = blocks the human protease SENP7; Q9BQF6; recombinant SENP7, Z-RLRGG-aminoluciferin luminescence, 40 min; inhibition, % at 5 µM; 330,000 tested, 1.5% active; AID 434973;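 active = inhibition above about 50% at the single test dose, limit read from the data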;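 also: plate controls were DMSO with enzyme for no effect and no enzyme buffer wells for full effect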
SENP1 FRET inh = SENP1 (human) catalytic domain inhibition; Q9P0U3; recombinant SENP1 catalytic domain, CyPet-SUMO1-YPet FRET cleavage; inhibition, % at 10 µM; 360,000 tested, 0.21% active;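 active = inhibition at least 30% at 10 µM, raw YFP signal under a set limit, fluorescence ratio 0.5 to 1.5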;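 also: 0% = enzyme with DMSO and 100% = no enzyme wells; some results filed as inactive read as strong as hits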
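Material – human SENP1 catalytic domain · Input – SENP1 enzyme, 20 pM final · Compound dosing – single concentration of 10 µM compound, 0.5% DMSO final · Timing – enzyme reaction for 50 min at room temperature, dark · Measured by – FRET fluorescence in CFP and YFP emission channels · Control set – no-enzyme wells low, DMSO-plus-enzyme wells high control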
SENP8 block-2 = inhibitors of human SENP8 protease; 330,000 tested, 1.2% active; purified SENP8, Z-RLRGG-aminoluciferin cleavage, luminescence; inhibition, % at 10 µM; Q96LD8; AID 2540; in the data active = inhibition above about 50%
HKDC1 inh = blocks human hexokinase HKDC1 activity. 340,000 tested, 0.16% active. Q2TB90. inhibition, % at 20 µM. recombinant HKDC1, G6PDH/diaphorase resazurin coupled fluorescence;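 active = inhibition above about 35% when tested at 20 µM, limit read from the data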;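 also: plate controls were DMSO wells with enzyme for no effect and DMSO wells lacking enzyme for full effect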
Target sequence (Q2TB90 whole entry, looked up): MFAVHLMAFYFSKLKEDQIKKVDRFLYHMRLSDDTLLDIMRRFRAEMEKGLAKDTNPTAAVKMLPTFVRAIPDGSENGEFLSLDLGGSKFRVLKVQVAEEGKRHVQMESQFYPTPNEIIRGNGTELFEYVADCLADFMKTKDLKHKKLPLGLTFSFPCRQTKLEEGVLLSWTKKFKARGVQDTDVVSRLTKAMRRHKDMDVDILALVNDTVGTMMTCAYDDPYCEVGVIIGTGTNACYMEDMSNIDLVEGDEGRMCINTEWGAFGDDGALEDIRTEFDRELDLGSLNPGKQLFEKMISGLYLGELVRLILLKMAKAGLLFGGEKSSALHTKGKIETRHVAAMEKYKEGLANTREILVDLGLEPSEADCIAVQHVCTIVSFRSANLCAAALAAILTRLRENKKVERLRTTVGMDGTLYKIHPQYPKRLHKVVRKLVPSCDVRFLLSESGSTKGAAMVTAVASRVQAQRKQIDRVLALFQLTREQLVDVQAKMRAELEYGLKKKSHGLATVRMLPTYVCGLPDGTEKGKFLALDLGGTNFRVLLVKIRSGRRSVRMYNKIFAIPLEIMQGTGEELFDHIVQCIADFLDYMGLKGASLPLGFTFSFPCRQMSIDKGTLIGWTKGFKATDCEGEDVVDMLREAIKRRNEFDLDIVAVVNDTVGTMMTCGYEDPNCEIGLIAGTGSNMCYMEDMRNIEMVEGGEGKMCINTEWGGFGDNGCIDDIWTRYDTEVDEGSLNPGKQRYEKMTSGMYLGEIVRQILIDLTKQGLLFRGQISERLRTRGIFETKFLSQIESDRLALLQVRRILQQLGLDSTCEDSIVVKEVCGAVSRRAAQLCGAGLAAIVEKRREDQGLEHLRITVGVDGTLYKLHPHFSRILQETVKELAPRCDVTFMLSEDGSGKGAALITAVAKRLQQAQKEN
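test system = in-house recombinant HK5 (HKDC1) enzyme | amount = HKDC1 at 5 µg/mL | control set = DMSO-enzyme wells negative, buffer-substituted wells positive | compound = one dose of 20 µM, 1% DMSO | schedule = reaction time 90 min, room temperature, protected from light | technique = resorufin fluorescence at 613 nm | reagent = glucose with 1 mM ATP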
Starred values were filed as active, the others as inactive; . = no result given. Compounds were not picked by outcome, and some 4% of all compounds hit somewhere here.

SMILES	SENP6 inh	UBC13 inh	SENP8 block-1	beta cell repl	PfG6PD inh	SENP7 inh	SENP1 FRET inh	SENP8 block-2	HKDC1 inh
CCC(=O)N1CCN(c2ccc(NC(=O)c3ccc([N+](=O)[O-])o3)cc2)CC1	.	.	43*	.	11	.	-1	.	-2
O=C(O)c1cc(NCc2cccs2)ccc1N1CCOCC1	-4	-9	-110	0	-7	-6	-1	-8	-1
CCNc1nc(NCC)nc(Oc2ccc(N)cc2)n1	4	4	18	-1	2	1	2	-4	0
CCOC(=O)c1ccc(NC(=S)N2CCSC2c2c(F)cc(F)cc2F)cc1 (stereo not drawn)	2	19	11	-4	30	-2	2	1	2
CCCCN(C)CC(O)Cn1cc(/C=C/C(=O)c2ccc(OCC)cc2)c2ccccc21 (stereo not drawn)	-20	26	.	-6	.	5	.	-11	.
O=C(NCc1nc2ccccc2[nH]1)C1=C[C@@H](c2csc3ccccc23)C[C@@H](OCc2ccc(CO)cc2)O1	-17	-26	-24	-7	16	4	-11	-11	2
Cc1sc2ncnc(-n3nnc4ccccc43)c2c1C	-11	3	-294	4	12	4	-1	-9	-8
COc1cc(C(=O)NCc2ccco2)c(Br)c(OC)c1OC	-8	-2	8	-1	-14	-3	1	-3	-3
CCOC(=O)CNC(=O)c1ccc(Cl)s1	11	-12	1	-3	0	-3	-1	-6	2
O=C(c1ccc(C(F)(F)F)cc1)C1CCCN(C(=O)c2csnn2)C1 (stereo not drawn)	-1	-10	20	-2	0	-4	0	-4	3
C#CCOCCOCCOCCNc1nc(N2CCOCC2)nc(N2CCN(C(=O)Cn3cc(CCCCN)nn3)CC2)n1	.	.	17	.	3	.	3	.	-6
[O-]c1c[n+](-c2ccc(-[n+]3cc([O-])on3)cc2)no1	5	-12	-2	-3	7	0	0	2	-8
COc1ccccc1NC(=O)CSc1nnc(C2CCCCC2)n1C	12	14	7	-2	6	5	1	7	3
CC(=O)Nc1ccc(N2C(=O)c3cccc(NC(C)=O)c3C2=O)cc1	-15	-15	10	-1	-7	-9	-12	-11	-10
Cc1ccc(OCCCCNC(C)c2ccccc2)c(C)c1 (stereo not drawn)	5	12	11	-4	0	1	1	-6	-2
O=C(Cn1cnc2ccccc2c1=O)Nc1nnc(SCc2ccc(Cl)cc2)s1	3	10	14	-1	-21	-5	3	-2	-3
CS(=O)(=O)N(CC(=O)N1CCN(Cc2ccccc2)CC1)c1ccc(F)cc1	13	2	18	-1	4	-4	1	0	-4
Fc1ccccc1N1CCN(c2nc3ccccc3n3nnnc23)CC1	-1	7	-84	-2	8	-2	-95	16	-1
COc1cccc(C2c3c(oc4ccc(F)cc4c3=O)C(=O)N2CCN2CCOCC2)c1OC (stereo not drawn)	-6	6	-5	1	-4	2	-1	5	-8
Cn1c(SCC(=O)Nc2ccccc2F)nnc1-c1cccnc1	0	1	15	2	10	-13	1	-13	-6
COc1cc(/C=N/NC(=O)c2cc(-c3cccn3C)n[nH]2)cc(OC)c1OC	-8	8	-103	-6	6	-1	3	1	-8
O=c1c2[nH]c3ccc(Cl)cc3c2ncn1CCN1CCCCC1	5	8	-24	-4	19	3	0	-1	-2
CCOC(=O)/C(=N\Nc1ccccc1Cl)N1CCN(Cc2ccccc2)CC1	-5	5	16	0	-4	0	2	-2	1
COc1ccc(Cc2nc(-c3ccc(Br)o3)no2)cc1OC	-14	0	-1	2	14	0	-6	6	-1
CCn1cc(S(=O)(=O)NCCc2ccccc2OC)cn1	-8	2	16	-4	-14	6	1	2	4
Cc1ccccc1OCC(=O)N=Nc1c(O)n(C)c2ccccc12	-27	20	26	4	-5	-4	-1	-8	-8
CC(=O)N1CCN(S(=O)(=O)c2cccc(C(=O)NC3CCC(C)CC3)c2)CC1 (stereo not drawn)	0	-10	44*	4	2	0	1	-9	-8
Cc1ccc(NC(=O)CCSc2ccccn2)cc1	-6	13	10	-2	2	4	1	-13	-13
COc1ccc(Nc2nnc(SCC(=O)Nc3ccc4[nH]c(=O)[nH]c4c3)s2)cc1	-34	-2	1	-5	14	5	-10	-16	10
O=C1NC(Cc2ccccc2)C(=O)N1Cc1cc([N+](=O)[O-])cc2c1OCOC2 (stereo not drawn)	12	-2	15	0	-9	-10	1	3	-2
CC(=O)Nc1cccc(C(=O)OCCCOc2ccc(F)cc2)c1	-9	-2	5	-1	3	2	0	-7	-3
N/C(=N/OC(=O)c1ccc(Cl)cc1)c1ncc([N+](=O)[O-])s1	4	-7	19	-4	0	2	5	11	1
O=C(O)c1cccc2c1/C(=N/O)c1ccccc1-2	-12	1	-6	-1	-2	2	0	-2	1
Cc1ccc(NC(=O)CSc2nc(O)cc(=O)n2-c2ccc(C)cc2)cc1	13	-14	3	-4	1	7	0	4	-2
CC1(C(=O)Nc2ccc(S(=O)(=O)Nc3ncccn3)cc2)CCCC1	-14	-11	0	-2	-16	-7	0	-2	-3
CC(C)(C)c1nc(Sc2ccc([N+](=O)[O-])cn2)n[nH]1	12	-1	6	3	7	8	3	-2	-3
O=C(NNC(=O)c1cccs1)Nc1cccc(Cl)c1	10	-5	37	-2	-2	6	4	-10	-2
Cc1nn(S(=O)(=O)c2ccc([N+](=O)[O-])cc2)c(C)c1Sc1ccccc1	-3	3	15	-2	35	-4	0	-2	-11
Cc1cccc(NC(=O)CSc2nnc(CNC(=O)c3cccs3)o2)c1C	-33	-23	12	0	6	-12	1	-7	12
CC(Oc1ccccc1)C(=O)NCc1cccnc1 (stereo not drawn)	-8	-7	7	-4	0	-8	0	-3	-4
Cc1cccc(NS(=O)(=O)c2cccc3nonc23)c1	-1	2	12	3	-1	0	2	9	-2
CC1CN(C(c2ccco2)c2sc3ncnn3c2O)CC(C)O1 (stereo not drawn)	0	-4	-6	0	23	7	-3	8	-4
Cc1cc(NS(=O)(=O)c2cc(Cl)sc2Cl)no1	-21	2	7	-1	-2	-3	-1	-4	1
COc1ccc(C2CC(C(F)(F)F)n3ncc(C(=O)Nc4c(C)n(C)n(-c5ccccc5)c4=O)c3N2)cc1 (stereo not drawn)	-13	-6	-2	-4	3	-16	1	-5	-9
COc1ccccc1NC(=O)COc1ccc2c(c1)OCO2	24	4	-1	-2	0	24	0	8	4
Cc1cccc(C)c1NC(=O)c1ccc(-n2cncn2)nc1	-2	4	22	1	-7	-5	1	1	-7
CCn1cc(/C=N\NC(=O)Cc2ccc(Cl)cc2)cn1	5	-6	8	0	-16	11	3	-1	-4
CCCCn1c(N)c(N(CCOC)C(=O)c2nn(CC)c(=O)c3ccccc23)c(=O)[nH]c1=O	-7	-4	-77	-1	-9	-22	-60	-8	-5
Cc1ccc(S(=O)(=O)NNC(=O)c2csnn2)cc1	3	-13	11	-3	-2	8	0	-1	-6
O=C(NCCO)Nc1ccc(Cl)cc1	-2	19	14	0	17	7	2	5	-6
CCCCC(NC(=O)c1cccc(Br)c1)C(=O)O (stereo not drawn)	-21	-3	10	0	-1	4	-1	6	-7
COc1ccc(-n2c(SCC(N)=O)nnc2-c2cccnc2)cc1	-7	-2	18	-3	16	-9	-1	-9	1
CCOC(=O)N1CCC(N2CCN(S(=O)(=O)c3ccc([N+](=O)[O-])cc3)CC2)CC1	-11	4	23	-1	17	-1	3	0	0
COC(=O)[C@@]12CCCCN1[C@H](c1ccc(-c3ccc(F)cc3)cc1)[C@@H]1C(=O)N(C)C(=O)[C@@H]12	0	-4	1	-8	18	5	2	10	9
COc1ccc(C2=C(C#N)C(=O)OC2)cc1	-2	-7	-51	-1	-15	-10	-20	-11	-4
O=C(/C=C/c1ccc(OCCCF)cc1)N1CCN(Cc2ccccc2)CC1	6	2	22	-5	-7	-3	1	-4	-2
Cc1ccc(N(C(=O)CCC(=O)Nc2cc(C)on2)C(C(=O)NC2CCCC2)c2ccncc2)cc1 (stereo not drawn)	-3	0	16	-5	1	-6	0	-5	-3
N#Cc1nc(COc2ccc(F)cc2)oc1N1CCCC1	-6	10	-142	1	-7	1	0	-7	4
COC(=O)c1cc2oc(C)cc2n1CC(=O)N(C)c1ccccc1	-6	-1	31	-2	12	13	0	-10	-9
CCC1Oc2ccccc2N(CC(=O)NC2CCCCC2)C1=O (stereo not drawn)	-17	6	18	0	-20	-4	0	11	0

Assay outcomes from PubChem.
